# Assay outcomes from PubChem.
# Dynein transport: dynein cargo transport inhibition | 3617.4 mouse cells, GR-EGFP nuclear translocation imaging; test concentration mostly 20 µM; stimulated with dexamethasone, 1 µM; hits give low values | hit rate 0.47% among 220,000 | z-score, hits read low | AID 1381;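 active = plate z-score of nuclear minus cytoplasmic receptor signal below a set negative limit, without overly bright fluorescence or cell loss, cut at about -3.5 in these data, passing the limit was not always enough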;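 also: z-score of nuclear minus cytoplasmic ring GR-EGFP intensity difference per well; some compounds called inactive have numbers as strong as hits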
#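 Schedule: 48 h induction, then 1 h compound, then 30 min agonist, 37 °C. Buffer or medium: tetracycline-free induction medium containing charcoal-stripped FBS. Reagent: 1.0 µM final dexamethasone stimulus. Evaluation: nuclear versus cytoplasmic GR-EGFP signal, averaged per well. Signal: high-content fluorescence imaging after fixation.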
# AID2073: inhibitors of Mint1-CaV2.2 protein interaction, biochemical, HTRF (AID 2073) | hit rate 0.19% among 290,000 | inhibition, % at 20 µM, or IC50 in µM where a hit was titrated | HTRF protein-protein interaction, Mint1-CaV2.2; higher % means a stronger effect; in the data active = inhibition mostly above about 51%, no sharp cut-off; inconclusive = no clear call, values can overlap the other calls; inactive = mostly below about 53%; also: some results filed as inactive read as strong as hits
# M1AAP inhibition: P. falciparum M1AAP inhibitors, biochemical, fluorogenic H-Leu-NHMec substrate, 1536-well (AID 1445); hit rate 0.42% among 220,000; inhibition, % at 30 µM; hits with a dose series show IC50 in µM; recombinant M1AAP, H-Leu-NHMec fluorogenic kinetic assay; higher % means a stronger effect;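 active = primary inhibition above the hit cutoff, then over 50% inhibition at one or more dose response concentrations, cut at about 23% in these data, passing the limit was not always enough; inconclusive = conflicting primary data, or primary hits not chosen for dose response; inactive = low primary inhibition, or under 50% at every dose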;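 also: plate controls were DMSO full reaction for no effect and no enzyme background for full effect; strong numbers were not always called active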
# SIAH1 antagonists: blockers of Siah-1 interaction with plectin peptide – biochemical, fluorescence polarization, rhodamine-plectin, uHTS, primary screen (AID 1817) | Siah-1 / rhodamine-plectin peptide fluorescence polarization; higher % means a stronger effect | one-dose displacement, % at 20 µM; IC50 in µM for titrated hits | hit rate 0.02% among 290,000;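 active = displacement of at least 50% at 20 µM, with a fluorescence ratio check between 0.3 and a set limit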;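 also: plate controls were Siah plus tracer with DMSO for no effect and tracer alone without Siah for full effect; strong numbers were not always called active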
# human PMI inhibition: inhibitors of human PMI, primary screen, biochemical, fluorescence intensity, coupled assay (AID 1209); purified PMI enzyme, coupled fluorescence intensity; higher % means a stronger effect; inhibition, % at 20 µM; hits with a dose series show IC50 in µM; hit rate 0.42% among 190,000;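 also: plate controls were DMSO vehicle for no effect and wells lacking substrate for full effect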
# LYP phosphatase: inhibitors of LYP phosphatase, biochemical, fluorescence intensity, uHTS (AID 1779) | recombinant LYP phosphatase, fluorescence intensity; higher % means a stronger effect | inhibition, % at 11.5 µM; hits with a dose series show IC50 in µM | hit rate 0.054% among 290,000;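 also: plate controls were vehicle with enzyme for no effect and no enzyme for full effect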
# XIAP antagonists: small molecules displacing peptide from XIAP – biochemical, IAP family, fluorescence polarization (AID 1018); XIAP BIR domain, fluorescence polarization peptide displacement; higher % means a stronger effect; displacement, % at 20 µM; hits with a dose series show IC50 in µM; hit rate 0.007% among 200,000; in the data active = displacement above about 50%; also: a part of the inactive calls stands beside numbers as strong as those of hits
# M17LAP inhibition: P. falciparum M17LAP inhibitors, primary screen, biochemical, fluorogenic H-Leu-NHMec substrate, 1536-well (AID 1619); hit rate 0.38% among 220,000; inhibition, % at 30 µM, or IC50 in µM where a hit was titrated; recombinant M17LAP, H-Leu-NHMec fluorogenic kinetic assay; higher % means a stronger effect;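 active = compound inhibiting the enzyme by more than half at any dose during confirmatory dose-response retesting; inconclusive = strong single-dose inhibitors picked by rank but not retested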;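 also: plate controls were full reaction with DMSO carrier for no effect and no enzyme background for full effect; strong numbers were not always called active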
# PMI inhibition: human PMI inhibitors, high substrate, primary screen, biochemical, fluorescence intensity, high mannose 6-phosphate (AID 1220). hit rate 0.66% among 190,000. recombinant PMI enzyme, coupled fluorescence intensity; higher % means a stronger effect. inhibition, % at 20 µM; hits with a dose series show IC50 in µM
# Dynein transport cytoplasmic EGFP: second read-out of Dynein transport, no call of its own (marks repeat the call); z-score; measured here: cytoplasmic GR-EGFP intensity; hits give high values
# Dynein transport nuclear GR-EGFP: further read-out of Dynein transport, marked with its call; z-score; measured here: nuclear GR-EGFP intensity;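 lower value marks the stronger effect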
# Dynein transport cell count: also measured in Dynein transport; calls as there; z-score; measured here: cell count per field
# Active calls of the source: *; ? = inconclusive; . = not tested or not shown. Rule as the data show it, unless noted: active = inhibition above about 50%; inactive = the rest.
Dynein transport	Dynein transport cytoplasmic EGFP	Dynein transport nuclear GR-EGFP	Dynein transport cell count	AID2073	M1AAP inhibition	SIAH1 antagonists	human PMI inhibition	LYP phosphatase	XIAP antagonists	M17LAP inhibition	PMI inhibition	mol
-0.66	0.78	-0.15	0.1	10%	15%	8%	-20%	-5%	-0.4%	-11%	-8%	Cc1ccc(S(=O)(=O)C(C#N)c2nc3ccccc3nc2N2CCCC2)cc1C (stereo unspecified)
-0.38	-0.46	0.031	0.065	8%	-5%	-1%	-4%	-10%	1.3%	-6%	7%	CCn1c(COc2ccc(C)cc2)nnc1SCC(=O)C(C)(C)C
0.48	-0.19	1	-1.6	1%	5%	-6%	11%	-6%	-7.7%	48%	16%	C/C(CCC(C)C)=N\Nc1cc(C)c2ccccc2n1
-0.19	-0.21	-0.33	0.83	2%	10%	10%	5%	0%	-2.8%	10%	12%	Cn1c(=O)c2c(ncn2CC(=O)N/N=C/c2cn[nH]c2-c2ccc(F)cc2)n(C)c1=O
-0.72	-0.27	0.4	0.18	13%	6%	7%	20%	-7%	-2.0%	-8%	11%	Cc1c(-c2ccccc2)oc2c(C(=O)N3CCN(c4ccccc4F)CC3)cccc2c1=O
-0.78	-0.3	-0.5	0.47	1%	5%	0%	-1%	-4%	-0.5%	3%	-7%	CC(C)(C)c1ccc(COn2ccnc2)cc1
-0.33	-0.2	-0.27	-0.42	11%	-2%	0%	0%	-7%	-3.5%	2%	1%	O=C(CSc1ccccc1)Nc1cccnc1
-0.6	0.15	0.25	0.68	24%	1%	10%	-36%	-2%	-7.2%	3%	-23%	O=C(COC(=O)/C=C/c1ccc(Br)o1)Nc1ccccc1F
-0.89	-0.25	-0.025	0.72	6%	4%	6%	8%	-3%	-2.7%	18%	8%	C/C(=C/Cc1c(O)cc2oc(C)cc(=O)c2c1O)COC1OC(CO)C(O)C(O)C1O (stereo unspecified)
-0.39	-0.31	-0.07	0.058	42%	15%	-6%	-8%	-11%	-3.6%	21%	-12%	O=C(NC(=S)Nc1nc(-c2ccc(Cl)cc2)cs1)c1cccs1
-1.1	-0.32	-0.38	0.55	-6%	-5%	6%	28%	-1%	-1.8%	10%	1%	COc1ccc(CN2CCN(C(=O)c3ccco3)CC2)cc1OCc1ccccc1
2.7	-0.26	0.16	-0.75	6%	-1%	6%	0%	-2%	-6.3%	2%	-4%	O=c1[nH]c(CN2CCCCC2)nc2c1C1(CCCCC1)Cc1ccccc1-2
2.5	0.084	1.7	-1.8	-8%	4%	3%	-1%	-4%	-5.0%	17%	-1%	Cc1nc2ccc(S(=O)(=O)NC(C(=O)NCc3ccc4c(c3)OCO4)C(C)C)cc2s1 (stereo unspecified)
0.47	0.0076	1.1	-2.8	10%	5%	14%	.	-2%	.	-12%	.	COc1ccccc1NC(=O)/C=C/c1cc([N+](=O)[O-])ccc1OC(F)F
-0.0039	-0.31	-0.27	-0.12	-8%	2%	3%	7%	-4%	-9.9%	-10%	4%	COc1ccc(CNC(=O)COC(=O)CCCOc2ccc(Cl)cc2Cl)cc1OC

# Later entries:
Dynein transport	Dynein transport cytoplasmic EGFP	Dynein transport nuclear GR-EGFP	Dynein transport cell count	AID2073	M1AAP inhibition	SIAH1 antagonists	human PMI inhibition	LYP phosphatase	XIAP antagonists	M17LAP inhibition	PMI inhibition	mol
0.029	-0.22	0.46	-1.1	1%	9%	-1%	-4%	-1%	-8.1%	0%	1%	NC(N)=Nc1nc(C2COc3ccccc3O2)cs1 (stereo unspecified)
-0.0037	-0.19	0.39	0.3	-7%	-6%	4%	11%	-14%	-3.1%	-7%	6%	CCCC1(C(=O)OC)NC(c2cccc(F)c2)C2C(=O)N(CC)C(=O)C21 (stereo unspecified)
-0.17	-0.19	0.016	0.45	-2%	-1%	2%	4%	-7%	-3.4%	-2%	10%	O=C(CSc1nnc(CNc2ccc(F)cc2)o1)N1CCN(C(=O)c2ccco2)CC1
0.15	0.021	-0.1	0.66	6%	10%	7%	9%	-2%	-2.7%	3%	16%	COC(=O)c1sccc1NC(=O)c1ccc(Cl)s1
-0.24	-0.22	-0.41	0.1	25%	8%	-1%	13%	2%	-3.2%	15%	6%	Cc1cccc(C(=O)NNC(=O)C2CCCO2)c1 (stereo unspecified)
-0.69	-0.31	-0.16	0.34	-7%	5%	3%	-2%	3%	-7.7%	19%	-2%	COCCn1c(N)c(Sc2ccc([N+](=O)[O-])cc2)c(=O)[nH]c1=O
0.28	-0.27	0.55	-0.44	29%	1%	4%	9%	-6%	-5.4%	-2%	5%	CCn1c(=S)[nH]c2c(c1=O)C(C)(C)Cc1ccccc1-2
0.42	-0.039	0.8	0.89	?	-3%	2%	8%	0%	-3.6%	9%	3%	Cc1c(C(=O)NC2CCCc3ccccc32)oc2ccc(S(=O)(=O)N3CCCC3)cc12 (stereo unspecified)
0.54	-0.27	0.58	0.24	-8%	?	6%	12%	-7%	-1.7%	4%	2%	O=C(COc1ccc(S(=O)(=O)NC2CCCCC2)cc1)NCc1cccnc1
0.55	-0.11	0.66	-1.4	36%	?	3%	6%	5%	-2.1%	2%	8%	Cc1ccc(S(=O)(=O)Nc2nc3ccccc3nc2Nc2cccc(S(=O)(=O)N3CCCC3)c2)cc1
-1.1	-0.2	-0.69	0.8	-5%	4%	3%	8%	1%	-3.8%	-2%	7%	CC(C)(C)n1ncc2c(=O)n(Cc3ccc(Cl)cc3)cnc21
0.78	-0.17	0.18	-1.4	-4%	4%	-3%	-28%	1%	-6.3%	7%	-47%	CCCCN(C(=O)CSc1nnc(-c2ccccc2)n1C)c1c(N)n(Cc2ccccc2)c(=O)[nH]c1=O
-0.093	-0.29	-0.073	0.21	26%	-3%	0%	.	-4%	.	-2%	.	CC(C)CNC(=O)NC(=O)COC(=O)COc1ccc(Cl)cc1Cl
-0.6	-0.19	-0.063	-0.065	-4%	10%	11%	-19%	-9%	2.7%	-30%	-31%	Clc1ccc2c(c1)C1OCCC1C(c1ccco1)N2 (stereo unspecified)
-1.3	-0.27	-0.94	1.3	4%	-9%	5%	23%	0%	-4.0%	-6%	10%	CC1S/C(=N/N=C2CCC(C(C)(C)C)CC2)NC1=O (stereo unspecified)

# Record cards (already shown). Screens in order: Dynein transport, Dynein transport cytoplasmic EGFP, Dynein transport nuclear GR-EGFP, Dynein transport cell count, AID2073, M1AAP inhibition, SIAH1 antagonists, human PMI inhibition, LYP phosphatase, XIAP antagonists, M17LAP inhibition, PMI inhibition
# O=C(COc1ccc(S(=O)(=O)NC2CCCCC2)cc1)NCc1cccnc1 is listed as 0.54, -0.27, 0.58, 0.24, -8%, ?, 6%, 12%, -7%, -1.7%, 4%, 2%
# CC1S/C(=N/N=C2CCC(C(C)(C)C)CC2)NC1=O (stereo unspecified) is listed as -1.3, -0.27, -0.94, 1.3, 4%, -9%, 5%, 23%, 0%, -4.0%, -6%, 10%
# Cc1ccc(S(=O)(=O)Nc2nc3ccccc3nc2Nc2cccc(S(=O)(=O)N3CCCC3)c2)cc1 is listed as 0.55, -0.11, 0.66, -1.4, 36%, ?, 3%, 6%, 5%, -2.1%, 2%, 8%
# CC(C)(C)n1ncc2c(=O)n(Cc3ccc(Cl)cc3)cnc21 is listed as -1.1, -0.2, -0.69, 0.8, -5%, 4%, 3%, 8%, 1%, -3.8%, -2%, 7%
# Cc1c(C(=O)NC2CCCc3ccccc32)oc2ccc(S(=O)(=O)N3CCCC3)cc12 (stereo unspecified) is listed as 0.42, -0.039, 0.8, 0.89, ?, -3%, 2%, 8%, 0%, -3.6%, 9%, 3%

# Following part:
Dynein transport	Dynein transport cytoplasmic EGFP	Dynein transport nuclear GR-EGFP	Dynein transport cell count	AID2073	M1AAP inhibition	SIAH1 antagonists	human PMI inhibition	LYP phosphatase	XIAP antagonists	M17LAP inhibition	PMI inhibition	mol
0.6	-0.015	0.56	-0.96	-2%	-5%	1%	0%	-4%	-3.0%	1%	-3%	Cc1cccc2c(C(=O)O)c3c(nc12)CCCCC3
-0.71	-0.04	-0.15	1.4	12%	7%	-5%	7%	-5%	-3.5%	15%	9%	CCc1c(C)nc2c(C#N)c[nH]n2c1=O
2.5	-0.17	0.67	-0.87	-7%	4%	-1%	2%	-6%	-5.5%	15%	-2%	O=C(O)/C=C\C(=O)Nc1ccc(Oc2ccccc2)cc1
-0.7	-0.19	-0.37	-1.2	-7%	-9%	8%	12%	-2%	-2.0%	8%	0%	Cc1cccc(C)c1OCCCCc1c(C)n[nH]c1C
0.59	-0.11	1.1	-1.3	6%	8%	0%	8%	-6%	-3.5%	3%	16%	COc1ccc2sc3ccccc3c(=O)c2c1OC
-0.87	-0.14	-0.38	0.43	5%	13%	0%	22%	0%	-2.0%	2%	8%	Cc1ccc(-c2nn3c(C)nnc3s2)cc1NC(=O)c1cccs1
1.2	-0.32	0.73	-1	20%	13%	3%	-1%	-4%	-1.3%	16%	-6%	CCN(CC)C(=O)c1ccccc1NS(=O)(=O)c1ccc(C)cc1
0.51	-0.26	0.37	-0.087	1%	-1%	-5%	-4%	-4%	0.2%	-2%	7%	CN1CCN(C(=O)CSc2cc(=O)n(C)c3ccccc23)CC1
0.8	-0.074	0.61	-2.2	-3%	1%	6%	.	2%	.	8%	.	Cn1nc(C(C)(C)C)c([N+](=O)[O-])c1C(=O)Nc1ccc(Br)cc1
-0.51	-0.26	-0.31	0.52	2%	-2%	-6%	-5%	0%	-2.6%	-12%	-9%	CCc1nc2ccccc2n1CC(O)COc1ccc(NC(C)=O)cc1 (stereo unspecified)
-0.5	-0.24	0.16	0.86	21%	6%	-3%	.	-2%	.	-9%	.	COc1ccc(C(=O)N=c2sc3c(C)ccc(OC)c3n2C)cc1OC
1.6	-0.23	1.3	-0.12	10%	6%	0%	-7%	-3%	-4.7%	8%	-17%	CCC(C)n1c(=O)c(C(=O)Nc2ccccc2S(N)(=O)=O)c(O)c2ccccc21 (stereo unspecified)
0.14	-0.31	0.77	-0.57	44%	5%	5%	10%	-7%	-3.9%	8%	12%	O=C(Nc1ccn(Cc2ccc(Cl)cc2)n1)c1ccccc1

# Compounds as they come; overall some 2.1% were active at least once.
